High-throughput results (PubChem BioAssay)
CDK5 inh: CDK5/p35 (human) kinase inhibition; Q00535+Q15078; Recombinant CDK5/p35, ADP-Glo luminescence, 60 min; inhibition, % at 10 µM; hit rate 0.01% among 330,000;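 active = highest replicate inhibition of at least 50% and at least 75% of replicates reaching 50%; inconclusive = only one of the two criteria met; inactive = both criteria failed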;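 note: plate controls were DMSO neutral control for no effect and GW8510 at 10 µM for full effect; many of its hits are not listed in these tables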
Tat transport: E. coli Tat transport inhibition. inhibition, % at 10 µM. hit rate 0.036% among 340,000. E. coli MC4100 TorA-mCherry Tat export, fluorescence;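 active = mean replicate inhibition at least 50% and at least half of replicates individually reaching 50%; inconclusive = only one of the two criteria met; inactive = neither criterion met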;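 note: exported cargo escapes ClpAP degradation while cytoplasmic cargo is degraded and loses fluorescence; 0% = median of neutral control wells and 100% = median of NaSCN control wells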
HTR5A inv ag: inverse agonist of human HTR5A in OPRM1-OPRD1 counter-screen; inhibition, % at 9.3 µM; hit rate 0.083% among 340,000; HTR5A cell line, luminescence, inverse agonism; P47898; in the data active = inhibition mostly above about 23%, no sharp cut-off; inactive = mostly below about 18%;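 note: 0% = cells with DMSO and 100% = no-cell wells with DMSO; some compounds called inactive have numbers as strong as hits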
AddAB inh: less growth of phage-infected E. coli with AddAB; E. coli expressing H. pylori AddAB, absorbance growth; inhibition, % at 11.9 µM; hit rate 0.29% among 330,000; AID 435030; in the data active = inhibition above about 12%;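 note: 0% = vehicle wells of infected cells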
Ecoli viability: bacterial growth inhibition, counter-screen for AddAB inhibitors; E. coli V3065 growth, OD600 absorbance, 18 h; inhibition, % at 11.9 µM; hit rate 0.27% among 330,000; AID 449728;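 active = inhibition above the campaign's mean inhibition across all tested compounds plus 3 SD, cut at about 9.9% in these data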;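 note: uninfected addAB+ strain grown without phage in ampicillin broth; 0% = DMSO wells and 100% = ciprofloxacin 0.95 µg/ml wells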
phage Ecoli inh: E. coli growth loss with phage present; growth absorbance; hit rate 0.26% among 360,000; inhibition, % at 11.9 µM; AID 651602; in the data active = inhibition above about 11%
SUMO Mot1 rescue: blocks SUMOylation pathway, rescuing yeast Mot1-301 growth; S. cerevisiae Mot1-301 growth rescue, ATP luminescence, 38.5C; percent above DMSO median, 100 means doubled; growth rescue, % at 18.8 µM; hit rate 1% among 320,000; AID 2716;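 active = every valid replicate shows activation above 250% relative to neutral control wells; inactive = the rest, any valid replicate at or below 250%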;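 note: OY570 slx delta 5 strain wells were the positive control but not used for scaling; some compounds called inactive have numbers as strong as hits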
PKA-R2B act: PKA-R2B complex activation | activation, % at 11.4 µM | P22694+P31323 | hit rate 0.079% among 340,000 | PKA-R2B holoenzyme dissociation, Cy5-IP20 fluorescence polarization; R2B truncated from residue 108, S112A mutant; 0% DMSO only, 100% 113 µM cGMP;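 active = activation above a cutoff set at the mean over all compounds plus 3 SD, cut at about 18% in these data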;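 note: higher means more holoenzyme dissociation and a rise in polarization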
Target sequence (P31323 whole entry, looked up, other chains not shown, the tested form may be a part): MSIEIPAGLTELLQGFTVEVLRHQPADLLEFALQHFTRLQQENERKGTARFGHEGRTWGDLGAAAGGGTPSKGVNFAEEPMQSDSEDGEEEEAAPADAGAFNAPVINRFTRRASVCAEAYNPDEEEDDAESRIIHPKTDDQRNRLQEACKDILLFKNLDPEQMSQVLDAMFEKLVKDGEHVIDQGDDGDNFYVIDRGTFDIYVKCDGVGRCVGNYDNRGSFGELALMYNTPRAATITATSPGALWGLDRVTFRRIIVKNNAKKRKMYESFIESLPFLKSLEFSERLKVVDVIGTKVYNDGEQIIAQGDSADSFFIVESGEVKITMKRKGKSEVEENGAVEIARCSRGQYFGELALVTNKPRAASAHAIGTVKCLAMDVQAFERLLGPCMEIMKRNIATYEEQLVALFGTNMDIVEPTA
PKA-R1A act: PKA-R1A complex activation; PKA-R1A dissociation, Cy5-IP20 fluorescence polarization; scaled: DMSO 0%, 113 µM cGMP 100%; activation, % at 11.4 µM; hit rate 0.083% among 340,000;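 active = percent activation above the mean of all tested compounds plus 3 SD, cut at about 19% in these data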;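 note: higher means more PKAc released from R1A so a rise in polarization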
DAGLB inh: diacylglycerol lipase beta (human) inhibition | hit rate 0.059% among 340,000 | inhibition, % at 5.17 µM | HEK293T DAGLB membrane lysate, EnzChek fluorogenic substrate | Q8NCG7; in the data active = inhibition above about 34%;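 note: 0% = enzyme with vehicle and 100% = wells lacking enzyme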
Target sequence (Q8NCG7 whole entry, looked up): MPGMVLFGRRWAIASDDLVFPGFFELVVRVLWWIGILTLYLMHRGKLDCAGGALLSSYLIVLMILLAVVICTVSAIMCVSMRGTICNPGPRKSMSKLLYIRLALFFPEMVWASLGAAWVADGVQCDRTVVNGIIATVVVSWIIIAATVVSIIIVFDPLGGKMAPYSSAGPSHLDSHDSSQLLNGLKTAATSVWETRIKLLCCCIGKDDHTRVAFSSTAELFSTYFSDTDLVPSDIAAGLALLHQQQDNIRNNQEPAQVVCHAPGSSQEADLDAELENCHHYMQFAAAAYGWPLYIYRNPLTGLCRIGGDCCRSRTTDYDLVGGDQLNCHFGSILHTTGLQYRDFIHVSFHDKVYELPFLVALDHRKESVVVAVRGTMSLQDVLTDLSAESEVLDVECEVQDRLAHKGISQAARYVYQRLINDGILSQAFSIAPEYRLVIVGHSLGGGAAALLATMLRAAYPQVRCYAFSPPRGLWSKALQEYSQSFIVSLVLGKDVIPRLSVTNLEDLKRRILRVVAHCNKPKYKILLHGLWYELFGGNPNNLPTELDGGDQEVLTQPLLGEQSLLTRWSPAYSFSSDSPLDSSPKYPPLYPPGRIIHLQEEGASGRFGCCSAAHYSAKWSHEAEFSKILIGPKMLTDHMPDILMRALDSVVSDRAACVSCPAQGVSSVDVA
HTR5A ag ctr: counter-screen for OPRM1-OPRD1 agonists: human HTR5A agonism. HTR5A agonist assay, luminescence, cell-based. activation, % at 9.3 µM. hit rate 0.61% among 340,000; in the data active = activation mostly above about 9.5%, no sharp cut-off; inactive = mostly below about 7.6%;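 note: 0% = cells with vehicle only and 100% = reference agonist; strong numbers were not always called active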
* hit, by the source's call; ? = inconclusive; · = no result given.

molecule,CDK5 inh,Tat transport,HTR5A inv ag,AddAB inh,Ecoli viability,phage Ecoli inh,SUMO Mot1 rescue,PKA-R2B act,PKA-R1A act,DAGLB inh,HTR5A ag ctr
Cc1cc(C)c(C)c(S(=O)(=O)N2CCN(C(=O)c3cc(=O)[nH]c4ccccc34)CC2)c1C,0.6,0,-40,-0.2,-0.6,0.6,-8,-1,-6,1,7
COCCCN(C(=O)Cc1ccc(S(=O)(=O)N2CCOCC2)s1)c1c(N)n(Cc2ccccc2)c(=O)[nH]c1=O,0.6,-7,-1,·,·,-0.5,·,-12,-10,4,0
COc1cccc2sc3cc(NCC[C@@H]4CCCN4C)ccc3c(=O)c12,-4.1,-9,-2,1.9,1.8,0.6,5,-2,-4,3,1
COc1ccc(OCCc2nnc(N)s2)cc1,1.1,4,15,-0.2,0.6,1.2,160,-5,0,0,-1
COc1ccc(OCCN(C)Cc2c(O)ccc3ccccc23)cc1,-1.6,4,-28,2.2,-3.0,0.1,152,7,6,-2,3
Fc1cc(F)c(F)c(SCn2cc(Br)cn2)c1F,-0.9,-1,-28,·,·,1.5,·,-4,3,-2,-4
CN(CC(=O)NCc1ccccn1)S(=O)(=O)c1ccc(F)cc1,0.7,-3,-16,0.0,-2.1,1.7,-19,-2,-2,-1,1
COc1ccc(CC(=O)N/N=C(\C)c2cccnc2)cc1OC,0.1,-3,17,·,·,0.8,-4,10,-10,3,0
COP1(=O)C[C@@H](O)[C@@H](O)[C@@H](COCc2ccccc2)O1 (stereo not given in full),-0.5,0,7,-1.1,-1.6,0.3,5,-12,-2,1,4
O=C(N[C@@H](c1ccccc1)[C@@H]1C[C@H]1C(=O)O)OCc1ccccc1,-0.5,-1,8,1.8,-3.6,0.7,-16,0,-1,0,-1
CN1/C(=C\P(=O)(N(C)C)N(C)C)C(C)(C)c2ccccc21,1.1,-9,2,3.0,1.6,3.6,-4,-5,10,-1,-2
COc1cc(C(=O)OCC(=O)c2ccc(S(=O)(=O)N3CCCCC3)cc2)cc(OC)c1OC,-1.8,4,1,4.0,-2.4,1.1,-1,-9,9,-3,-3
O=C(N/C(=C/c1ccc(F)cc1)C(=O)N1CCOCC1)c1ccccc1,0.3,-9,-4,·,·,-2.4,·,4,3,-6,4
COc1ccc(NC(=O)CN(C)S(=O)(=O)c2ccc3c(c2)CCCN3C(C)=O)cc1,-8.0,-4,1,0.3,-0.4,1.6,-1,1,-10,-2,2
CCC(=O)Nc1nc2c(s1)COc1ccccc1-2,-0.4,-7,-11,-1.1,2.4,0.8,79,-4,-5,-1,-3
O=C(O)c1ccccc1SCc1ccc2c(c1)OCO2,0.4,-1,1,3.1,2.4,1.3,415,6,-7,3,2
O=C(NCc1ccccc1)c1cnc(-c2ccccn2)nc1C(F)(F)F,1.4,-2,10,0.1,-1.1,0.3,-16,-2,9,0,-2
COc1ccc(OC)c(CCNC(=O)CCn2nc(C)c3c(C)n(-c4ccccc4)nc3c2=O)c1,0.9,-2,11,2.8,-3.3,3.0,-14,-2,-10,2,-1
O=c1[nH]n(-c2ccccc2)c(=O)cc1Cl,0.0,-4,1,·,·,2.5,·,13,0,3,0
CC(=O)N1C(=O)NC(c2ccccc2)=C([N+](=O)[O-])C1c1ccccc1 (stereo not given),1.2,10,4,1.5,-2.4,1.5,-22,-2,-8,1,-1
CC(=NO)C1CCC2C3CCC4CC(=NO)CCC4(C)C3C(C)(O)CC12C (stereo not given),1.5,2,10,·,·,1.6,·,-13,4,4,-3
CC(=O)NC(Cc1cc(C)ccc1C)C(=O)N1CCN(C(=O)c2ccccc2Br)CC1 (stereo not given),0.7,0,-11,2.4,2.3,3.4,-20,5,7,-2,4
COC(=O)c1ccc(C2=NOC(C)(c3sc(-c4ccccc4)nc3C)C2)cc1 (stereo not given),0.0,-2,1,1.9,-2.2,2.2,4,-8,-9,-3,1
Cc1onc(-c2ccc(Cl)cc2)c1-c1ccnc(SCC(=O)Nc2ccc(C(C)C)cc2)n1,-0.9,-11,-6,-3.6,-4.3,0.7,1,-4,-4,-17,2
COc1cc(Cl)c(C)cc1NC(=O)CN1CCN(C(=O)C2CC2)CC1,-0.5,6,3,1.1,-0.5,·,1,-4,-4,0,-1
CC(C)C(=O)N(Nc1nc2ccccc2s1)C(=O)C(C)C,0.8,-3,-19,1.9,-3.7,1.7,393,-1,-12,-3,3
CC(C)CN1CCCC(N2CCN(c3cccc(Cl)c3)CC2)C1 (stereo not given),-0.8,-6,4,-0.2,2.5,1.9,27,6,-7,-2,-1
Cc1ccc(CNC(=O)c2nnn(CC(=O)Nc3cccc(C)c3C)c2N)cc1,1.3,10,-18,0.5,-1.9,0.2,11,-14,-8,2,2
c1ccc(CCCCN2C(Nc3ccccc3)=NC[C@@H]2Cc2ccccc2)cc1,0.4,3,8,2.5,3.1,4.3,-2,2,-1,0,-3
CCN(CC)CC(C)(C)COC(=O)c1oc2ccccc2c1C,-0.9,-2,-7,-0.4,0.4,2.0,20,-6,-7,-3,1
COc1ccc(NC(=O)c2cc(S(=O)(=O)N3CCCC3)cn2C)cc1Cl,-0.5,-3,-14,0.0,-0.1,2.7,9,13,10,-4,5
CCCOc1ccc(Cl)cc1/C=C1/C(=O)ON=C1C,0.2,-5,14,-0.8,0.7,5.2,2,-5,2,1,-4
Cc1ccc(S(=O)(=O)CCC(=O)Nc2nc3c(s2)CCCC3)cc1,0.7,-7,0,-4.3,-2.5,2.5,8,5,-9,0,3
COc1ccc(CCNC(=O)COC(=O)c2ccc(OC)cc2OC)cc1,-4.2,-5,-10,·,·,4.7,·,-5,-2,3,4
Cc1cc(C)c(S(=O)(=O)N2CCOC2CNC(=O)C(=O)NCCCn2ccnc2)c(C)c1 (stereo not given),-0.7,-9,9,2.5,-0.8,-0.3,75,1,-2,2,1
O=C(CN1CCN(c2ccccc2)CC1)Nc1c(C(=O)C2CC2)oc2ccccc12,1.1,13,14,1.6,1.5,-0.7,57,0,10,-3,-5
CCCn1c2ccccc2c2nnc(SC(CC)C(=O)Nc3cc(C)on3)nc21 (stereo not given),-0.1,0,4,-0.2,-0.4,2.8,-1,1,-6,0,-1
Cc1nn(Cc2ccc(Cl)cc2)c(C)c1NC(=O)CCCn1nc(C)c([N+](=O)[O-])c1C,0.0,-7,-31,-0.5,0.9,3.2,14,3,-3,-1,12
Cc1ccc(C)c(S(=O)(=O)N2CC(=O)Nc3ccccc32)c1,-0.5,-1,-3,2.9,2.3,4.1,9,11,-5,0,4
COc1ccc(NC(=O)CN2CCN(c3ccccc3C)CC2)cc1,-0.3,1,-6,3.7,1.2,0.8,-12,5,-3,-6,6
Cc1c(Nc2ncnc3c2cnn3-c2ccccc2)c(=O)n(-c2ccccc2)n1C,-0.4,?,3,0.9,-1.9,-0.6,-1,10,-1,1,-2
CCOc1nc(-c2ccc(OC)cc2)ccc1-c1noc(C)n1,2.2,4,-19,2.8,0.9,0.1,20,-3,-12,-12,1
Cc1ccc(S(=O)(=O)N2[C@@H](c3ccccc3)C(C(=O)O)=CC[C@H]2c2ccc(Cl)cc2)cc1,-1.5,7,-10,3.0,-2.8,1.0,377*,-8,-9,0,3
CC1(C)Oc2cc(N)c([N+](=O)[O-])cc2O1,1.3,17,24,-0.7,-3.8,0.2,-1,-9,-19,-1,3
CC(C)S(=O)(=O)c1ccc(C(=O)Nc2ccc(F)cc2F)cn1,-1.0,-2,-14,-0.2,-1.8,2.1,-5,3,-13,1,5
Cc1cc(C)c2nc(-c3ccccn3)cc(C(=O)n3cccn3)c2c1,-2.2,11,10,-1.4,-2.4,0.1,361,-2,-2,0,-4
C[C@]12c3[nH]c4ccccc4c3CCN1C(=O)C(CC(=O)NCC13CC4CC(CC(C4)C1)C3)C[C@@H]2C(=O)N1CCOCC1 (stereo not given in full),8.7,6,-3,-1.5,-3.6,0.9,-10,1,-14,-1,1
O=C(CN1CCN(CC(=O)Nc2cccc(F)c2)CC1)NCC1(N2CCOCC2)CCCCC1,0.6,0,10,-0.1,-2.2,6.7,·,2,4,-2,-4
O=S(=O)(Nc1n[nH]c(C(F)(F)F)n1)c1ccccc1,-1.3,-6,-9,-3.1,-3.0,3.8,8,-4,-2,0,3
Cc1cc(NC(=O)c2ccccc2Cl)c(C(C)C)cc1O,-1.2,-12,-6,2.0,1.0,1.3,-15,1,-3,2,2
Fc1ccccc1C1c2[nH]c3ccccc3c2CCN1Cc1cccn1-c1ncccn1 (stereo not given),1.8,5,11,5.5,0.7,4.7,17,-3,-6,-4,-4
O=C(N/N=C1/CCSC1)c1cc(Br)ccc1O,-0.9,1,-1,3.6,0.0,3.9,-5,-3,-9,10,0
Nc1nc2ccc(C(=O)NC3CCCCC3)cc2s1,0.7,8,-6,-1.7,0.3,2.0,5,-4,-2,1,2
CCN(CC)S(=O)(=O)c1ccc(N/N=C(\C)c2cccnc2)nc1,-0.9,7,19,0.4,0.2,4.1,-4,-9,0,-2,-5
O=C(C1CCCN(S(=O)(=O)c2cnc[nH]2)C1)N1CCN(Cc2ccccc2)CC1 (stereo not given),0.7,-1,5,3.6,-1.5,·,-4,9,14,-1,-2
Cc1cc(Br)ccc1SCC(=O)OCC(O)=C(C#N)c1nc2ccccc2[nH]1,-1.6,-6,-2,·,·,-0.1,·,2,1,2,0

More structures.
molecule,CDK5 inh,Tat transport,HTR5A inv ag,AddAB inh,Ecoli viability,phage Ecoli inh,SUMO Mot1 rescue,PKA-R2B act,PKA-R1A act,DAGLB inh,HTR5A ag ctr
COc1ccc(/C=C(\NC(=O)c2ccco2)C(=O)N2CCOCC2)cc1,2.2,7,-39,0.3,1.1,3.4,0,-9,0,-3,6
COc1ccc(S(=O)(=O)N2CCCOC2CNC(=O)C(=O)NCc2ccccc2F)cc1C (stereo not given),-2.3,8,-11,0.2,0.1,2.0,-11,1,2,4,4
CC(C)C[C@@H](CN)NC(=O)c1nc[nH]c1C(=O)N[C@@H](Cc1c[nH]c2ccccc12)C(=O)CNC[C@H](C)NC(=O)c1nc[nH]c1C(=O)N[C@@H](C)C(=O)O,-3.3,-4,10,·,·,2.3,·,2,-4,-1,-3
N#CC(CCc1ccccn1)c1ccccc1 (stereo not given),0.2,3,-2,·,·,1.2,·,-2,-5,-1,1
O=C(Nc1nnc(-c2cccnc2)o1)c1cccc(Cl)c1,-3.8,-8,5,5.3,-3.4,-6.5,0,6,-5,3,-2
COc1cccc(C(=O)N(Cc2ccccc2)Cc2cc3cc4c(cc3[nH]c2=O)OCCO4)c1,-1.9,-3,-9,-0.4,-0.9,0.2,-20,3,-4,3,-3
